Screening data: PubChem BioAssay, Fisher Drug Discovery Resource Center
mcGAS MS inh: blocks mouse cGAS cGAMP production; Q8C6L5; recombinant mouse cGAS, cGAMP by RapidFire MS; inhibition, % at 12.5 µM; 130,000 tested, 0.18% active; AID 1259397;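 active = inhibition of cGAS enzyme activity at or above 60%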;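 also: enzyme stimulated by 45 bp dsDNA with ATP and GTP substrates; cGAMP share of summed cGAMP plus half ATP and half GTP signals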
Target sequence (Q8C6L5 whole entry, looked up): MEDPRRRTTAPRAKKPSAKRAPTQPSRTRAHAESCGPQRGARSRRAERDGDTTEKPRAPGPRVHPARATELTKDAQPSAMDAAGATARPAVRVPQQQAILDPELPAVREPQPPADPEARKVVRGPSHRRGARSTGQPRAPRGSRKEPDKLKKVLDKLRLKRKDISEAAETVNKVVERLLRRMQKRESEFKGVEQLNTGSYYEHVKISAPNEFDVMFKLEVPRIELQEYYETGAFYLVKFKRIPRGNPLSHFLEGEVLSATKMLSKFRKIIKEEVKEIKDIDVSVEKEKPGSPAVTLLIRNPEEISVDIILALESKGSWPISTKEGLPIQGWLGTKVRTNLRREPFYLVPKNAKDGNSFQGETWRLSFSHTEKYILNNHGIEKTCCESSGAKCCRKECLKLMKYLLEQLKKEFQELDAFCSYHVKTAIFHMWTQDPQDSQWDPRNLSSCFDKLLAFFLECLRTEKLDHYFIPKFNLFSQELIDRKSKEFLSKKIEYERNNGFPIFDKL
An asterisk follows results filed as active.

SMILES	mcGAS MS inh
O=C(NC1CCSC1=O)c1csc(-c2cc3ccccc3[nH]2)n1 (stereo not drawn)	3
CC(=O)N1c2ccccc2C2(O)C1SC1=[N+]2CCCCC1 (stereo not drawn)	-12
COc1ccc(-n2cccn2)c(CN2CCOCC(CN(C)C)C2)c1 (stereo not drawn)	-25
COc1cccc(NC(=O)N2CCc3nc(Nc4cc(Cl)cc(Cl)c4)ncc3C2)c1	-5
Cc1cc(C(C)(O)CN)c(C)o1 (stereo not drawn)	2
CN(c1onc(-c2ccccc2)c1CNCC1CCCO1)C1CCCCC1 (stereo not drawn)	-15
CCOC(=O)NCCC(=O)NS(=O)(=O)c1cccc2cc(C)cnc12	-4
Cc1ncsc1CCN(C)C(=O)C(C)(C)NC(=O)c1cccs1	-20
C=CCN=c1scc(-c2cc(OC)ccc2OC)n1N=C1CCCC1	-13
O=C(CCCc1cccs1)N1CCN(S(=O)(=O)C=Cc2ccccc2)CC1	-4
O=c1ccnc(/C=C/c2ccc(F)c(Br)c2)[nH]1	-3
O=C(c1ccccn1)C1CCCN(S(=O)(=O)NCc2ccccc2)C1 (stereo not drawn)	-5
CCCNC(=O)C1(C)CCCN(Cc2cc(-c3ccccc3)nn2C)C1 (stereo not drawn)	-1
Cc1nonc1C(=O)N1CCCC(CCC(=O)N2CCN(Cc3ccccc3)CC2)C1 (stereo not drawn)	-5
COC(C)(C)CC(C)NCCn1nc(C)c(Cl)c1C (stereo not drawn)	-18
COc1cccc(C(C)(O)c2nc(-c3csc4ccccc34)cs2)c1 (stereo not drawn)	5
CC(C)(C)OC(=O)NC1CCCN(C(=O)C2=C(Cl)CCCC2)C1 (stereo not drawn)	7
CC(C)N1CCc2cc(-c3nccn3CCCO)ccc21	-8
CN1CCCCC1C(=O)N1CCC(c2n[nH]c(=O)n2-c2ccccc2)CC1 (stereo not drawn)	-17
CC1(C)CC(=O)C(C=NCCC(=O)O)=C(O)C1	40
O=C1OC2CC3CC(C2)CC1C3	-3
Nc1ncc(Cc2cc(Cl)ccc2Cl)s1	15
COc1ccc(NC(=O)CN2CCSc3ccccc32)cc1OC	-3
COc1cc(OC)c(OC)cc1C#N	-1
COC(=O)c1ccc(C(=O)OC)c(NC(=O)c2nn(-c3ccccc3C)c(=O)cc2OC)c1	-32

More structures follow:
SMILES	mcGAS MS inh
CN(C)CCN(CC1CCCN(Cc2ccccc2F)C1)C(=O)c1ccnn1C (stereo not drawn)	-10
CCO[C@H]1COC[C@@H]1NC(=O)c1cccnc1N1CCOCC1	-12
COc1ccc2c(c1)CN(CC(=O)NC1CCCC1)CC2	-12
COC(=O)N1N=C(c2ccccc2)CC1(O)C(F)(F)F (stereo not drawn)	-3
CCCCc1nc(NCC2CCCO2)c(C#N)c2c1COC(C)(C)C2 (stereo not drawn)	-20
CN(CCc1cnn(C)c1)c1nc2nonc2nc1NCc1ccccc1	-1
COC(=O)c1c(C)[nH]c(-c2nc(-c3cnn(C)c3)sc2C)c1C	22
O=c1[nH]c(C[n+]2ccccc2)nc2ccccc12	-4
CCOC(=O)N1C2C3C4C5C3C(C5C42)N1C(=O)OCC (stereo not drawn)	-9
Cc1cc(C(=O)Nc2cc(F)cc(F)c2)on1	-12
C#CCN(CC=C)C(=O)C1CCC(=O)N(Cc2cccc(C(F)(F)F)c2)C1 (stereo not drawn)	-4
CC(=O)Nc1ccc(CN2C(=O)C(C)ON=C2c2ccc3c(c2)CCO3)cc1 (stereo not drawn)	-3
CC(=O)N1CCN(C(=O)CC2CSc3nc(C)cc(=O)n32)CC1 (stereo not drawn)	-5
O=C(Nc1cccc(-n2cccn2)c1)C1CCCN(Cc2ccc3c(c2)CCO3)C1 (stereo not drawn)	2
O=C(Cc1ccccc1)N1CCC2(CC1)OCCCO2	3
Cc1ccc(C(=O)NC(C)(C)C#N)cc1Br	0
CCCC(C)N1CC(C(=O)N2CCC(c3nc(C)no3)CC2)CC1=O (stereo not drawn)	-18
CN(Cc1ccc(-n2cccn2)cc1)C(=O)c1c[nH]c(=O)cn1	-18
CC(C)CNC(=O)Cn1c(=O)c2c(ncn2C)n(C)c1=O	-3
CCCc1cc(N2CCC(C(C)N3CCN(C)CC3)CC2)nc(C)n1 (stereo not drawn)	6
COCCn1nc(C)c(NC(=O)c2ccc(Cl)cc2)c1C	-15
CCc1c(C)nn(CCNC(=O)c2ccc(-n3cnnc3)cc2)c1C	-5
Cc1cc(C)n(CCCC(=O)N[C@@H]2CC[C@@H](N)C2)n1	7
Cc1ccc(C2c3cccn3CCCN2Cc2cccc(O)c2)cc1C (stereo not drawn)	3
CCOC(=O)c1c(NC(=O)c2c(-c3ccccc3Cl)noc2C)sc2c1CCCC2	-6

Going on with the list.
SMILES	mcGAS MS inh
Cc1ccc2nc(N(CCCN3CCOCC3)C(=O)c3ccno3)sc2c1	-3
CCN(Cc1cccc(F)c1)C(=O)C1CCN(S(=O)(=O)c2ccc3c(c2)CCC3)CC1	-4
C=CCNc1cnn(Cc2ccccc2)c(=O)c1Cl	-34
Cc1cn2c3c(=O)n(CCc4ccccc4)c(=O)n(C)c3nc2n1CC1CCCO1 (stereo not drawn)	0
Cc1csc(SCC(=O)NC2CC(=O)N(CC3CCCCC3)C2)n1 (stereo not drawn)	-5
CC(c1nnc(-c2cccs2)o1)N1CCN(c2ccccc2O)CC1 (stereo not drawn)	-4
O=C(O)/C=C(\Oc1ccccc1Cl)C(=O)O	-8
COCCOc1ccc(Br)cn1	-12
Cc1ccc(NC2(C(=O)NC3C=CS(=O)(=O)C3)CCCCC2)cc1 (stereo not drawn)	-40
COc1cc(C)ccc1S(=O)(=O)N1CCC2(CCN(C)C2)CC1	-13
O=C(Cn1nnc2sc3c(c2c1=O)CCCC3)N1CCCCC1	8
CC(C)c1cc(C2CCN(Cc3coc4ccccc4c3=O)CC2)[nH]n1	-4
CN(C)C1(CNC(=O)C2CN(Cc3ccccc3)CCO2)Cc2ccccc2C1 (stereo not drawn)	0
O=C(c1cnn2cc(CCO)cnc12)N1CCOC(c2ccc(F)cc2)C1 (stereo not drawn)	-5
O=c1c2cnc3nc(C(F)(F)F)nn3c2ccn1-c1cc(Cl)ccc1Cl	-5
Cc1cc(C)cc(NC(=O)c2ccc(NC(=O)C3C4CC5OC(=O)C3C5C4)cc2)c1 (stereo not drawn)	4
CC(C)CN1CCC(c2nc3c([nH]2)CCCNC3=O)C1 (stereo not drawn)	23
CCCC(C)(C)NC(=O)c1cc(C(C)C)[nH]n1	-22
O=S(=O)(NCC1CCN(CCN2CCOCC2)C1)c1ccccc1F (stereo not drawn)	5
COC(=O)c1ccc(CN(CCN2CCOCC2)Cc2ccccc2OC)o1	-7
CC(C)c1ccccc1OCCOc1cccc2cccnc12	-4
Cc1ccc(-n2[nH]c(C(=O)N3CCc4ccc(F)cc43)cc2=O)cc1	3
O=C(CN1CCCN(c2ccc(C(F)(F)F)cn2)CC1)Nc1ccccc1	-1
COc1ccc(Nc2nc3c(C)cccn3c(=O)c2C=Nc2ccccc2)cc1	-2
Cc1ccc(CNC(=O)C2CC(=O)N(c3ccc4c(c3)OCCO4)C2)cc1F (stereo not drawn)	-4

Other structures:
SMILES	mcGAS MS inh
CCC(C)N1CC23C=CC(O2)C(C(=O)O)C3C1=O (stereo not drawn)	11
c1ccc(N2CCOCC2)c(CNCc2cccc3ccccc23)c1	-8
CCCCCOc1ccc(CN2C(=O)C(=O)c3cccc(C)c32)cc1OC	-9
COc1ccc(OCC(=O)Nc2nc3c(C)ccc(Cl)c3s2)cc1	-1
COCc1ccc(C(=O)N2CCCC(N(C)Cc3ccccc3)C2)s1 (stereo not drawn)	-6
O=C(Nc1cc2c(cc1Cl)OCO2)c1cc(=O)c2ccccc2o1	4
Cc1nc(SC(C)C(=O)N(C)C(C)C)sc1C (stereo not drawn)	2
O=C(CCCn1cc([N+](=O)[O-])cn1)Nc1nccs1	-23
COC(=O)c1cc(CNC(=O)c2ccccc2F)cc(NC(=O)c2ccco2)c1	-4
COC(=O)C1C(c2ccccc2)N1C(=O)c1ccc(-c2ccccc2)cc1 (stereo not drawn)	-6
CC(c1noc(-c2[nH]c3ccc(F)cc3c2Cl)n1)n1ccnc1 (stereo not drawn)	-3
Cc1cc(C(=O)Cn2cnc3sccc3c2=O)c(C)n1C(C)C	1
CCn1nc(C(=O)NCCCOCC2CC2)c2ccccc2c1=O	-4
CCOC(CNc1ncnc2sc3c(c12)CCC3)OCC	2
CCNC(=O)NC(=O)C(C)OC(=O)C=Cc1ccc(Br)o1 (stereo not drawn)	-17
CN(CCN1CCCCC1=O)C(=O)c1ccccc1C1CCNC1 (stereo not drawn)	-28
Cc1ccc(-c2noc(CN3CCN(C(=O)C4CC4C)CC3)n2)cc1 (stereo not drawn)	0
CC(C)N(Cc1cnn(C)c1)c1nc2nonc2nc1NC1CCCC1	1
O=C(CN1CCN(S(=O)(=O)c2ccc(F)cc2)CC1)Nc1ccccc1N1CCOCC1	-7
COC(=O)C(NCc1ncc(C(C)(C)C)o1)c1cc(F)ccc1F (stereo not drawn)	-18
O=[N+]([O-])c1cc2c(c(CSc3ncnc4c3cnn4-c3ccccc3)c1)OCOC2	2
O=C(NC1CCN(C(=O)c2cn(-c3ccccc3)nn2)CC1)c1ccc2ccccc2c1	-4
O=C(NCCN1CCN(c2ncccn2)CC1)c1cccc2ccnn12	-2
Cc1nc2ncnn2c(C)c1CCC(=O)NCC1CC1c1ccccc1 (stereo not drawn)	-11
CC(=O)N[C@@H](C)C(=O)NCc1cc(C)cc2c(C)c(-c3ccccc3)[nH]c12	12

Next structures:
SMILES	mcGAS MS inh
CN(C)CCNCc1c(-c2ccccc2)noc1N1CCCC1	-7
OCc1ccccc1O[C@@H]1O[C@H](CO)[C@@H](O)[C@H](O)[C@H]1O	-9
O=C(CCCn1ccnc1)N1CCOC(c2ccc(Cl)c(Cl)c2)C1 (stereo not drawn)	-10
O=C(Nc1cc(CC2CCCCC2)[nH]n1)C1CCS(=O)(=O)C1 (stereo not drawn)	-7
COc1cccc(C2CNC(=O)c3nc(-c4ccc(O)c(OC)c4)[nH]c3C2)c1 (stereo not drawn)	-13
N#Cc1ccccc1/C=C/C(=O)N1CCCSc2ccccc21	-3
O=C(c1ccsc1)N1CC[C@@H](c2ccc3ccccc3c2)[C@H](O)C1	-19
O=C(CS(=O)Cc1cccc(Cl)c1)NC1CCCC1 (stereo not drawn)	-10
Cc1cnc(C)c(-c2cc(O)c3c(c2)CN(CCCn2ccnc2)CCO3)n1	-20
COCC(C)C1CCN(Cc2cc(F)c(O)c(OC)c2)CC1 (stereo not drawn)	-8
CC(C)C(C)NC(=O)CN1CCN(c2ccc(F)cc2)CC1 (stereo not drawn)	-4
CCN(CC)S(=O)(=O)c1cc(NC(=O)C(C)N2CC(C)OC(C)C2)ccc1C (stereo not drawn)	-4
COCCNC(=O)CSCc1ccc(OC)c(Br)c1	-18
Cc1ccc(S(=O)(=O)N2Cc3ccccc3CC2C(=O)Nc2nncs2)cc1 (stereo not drawn)	-4
Cc1ccc(S(=O)(=O)N2CCCCC2)cc1NC(=O)CSc1ccccn1	-3
CC1SCCN1S(=O)(=O)c1ccc2ccccc2c1 (stereo not drawn)	-2
Cc1ccc(C)c(-n2nnnc2SCc2cc3c(cc2Br)OCO3)c1	-8
COc1ccc(OCC(=O)NCC2CN(c3cc(OC)c(OC)c(OC)c3)C(=O)O2)cc1 (stereo not drawn)	-11
Cc1cc(C)cc(CCC(=O)NCc2cnc(C)cn2)c1	-2
Cc1ccc(S(=O)(=O)OCC(=O)O)cc1	-10
Cc1sc(NC(=O)Oc2ccccc2)c(C#N)c1C	-7
O=C(COC(=O)C(=Cc1cccs1)c1cccs1)NC1CCS(=O)(=O)C1 (stereo not drawn)	-6
O=S(=O)(N1CCCCCC1)N1CCN(Cc2c(Cl)cccc2Cl)CC1	-4
COc1cccc(CN2CCn3nc(C(=O)O)cc3C2=O)c1	-6
CNC(=O)c1ccc(OC)c(-n2ccc(C)n2)c1	-8

Among those listed so far, these contain an NH in an aromatic ring:
SMILES	mcGAS MS inh
O=C(NC1CCSC1=O)c1csc(-c2cc3ccccc3[nH]2)n1 (stereo not drawn)	3
O=c1ccnc(/C=C/c2ccc(F)c(Br)c2)[nH]1	-3
CN1CCCCC1C(=O)N1CCC(c2n[nH]c(=O)n2-c2ccccc2)CC1 (stereo not drawn)	-17
COC(=O)c1c(C)[nH]c(-c2nc(-c3cnn(C)c3)sc2C)c1C	22
O=c1[nH]c(C[n+]2ccccc2)nc2ccccc12	-4
CN(Cc1ccc(-n2cccn2)cc1)C(=O)c1c[nH]c(=O)cn1	-18
CC(C)c1cc(C2CCN(Cc3coc4ccccc4c3=O)CC2)[nH]n1	-4
CC(C)CN1CCC(c2nc3c([nH]2)CCCNC3=O)C1 (stereo not drawn)	23
CCCC(C)(C)NC(=O)c1cc(C(C)C)[nH]n1	-22
Cc1ccc(-n2[nH]c(C(=O)N3CCc4ccc(F)cc43)cc2=O)cc1	3
CC(c1noc(-c2[nH]c3ccc(F)cc3c2Cl)n1)n1ccnc1 (stereo not drawn)	-3
CC(=O)N[C@@H](C)C(=O)NCc1cc(C)cc2c(C)c(-c3ccccc3)[nH]c12	12
O=C(Nc1cc(CC2CCCCC2)[nH]n1)C1CCS(=O)(=O)C1 (stereo not drawn)	-7
COc1cccc(C2CNC(=O)c3nc(-c4ccc(O)c(OC)c4)[nH]c3C2)c1 (stereo not drawn)	-13

Ordered by SMILES length (smallest number first): some entries from above.
SMILES	mcGAS MS inh
COCCNC(=O)CSCc1ccc(OC)c(Br)c1	-18
O=C(CCCn1ccnc1)N1CCOC(c2ccc(Cl)c(Cl)c2)C1 (stereo not drawn)	-10
Cc1ccc(S(=O)(=O)N2Cc3ccccc3CC2C(=O)Nc2nncs2)cc1 (stereo not drawn)	-4

(next part)
SMILES	mcGAS MS inh
Cc1nc2ccc([N+](=O)[O-])cc2[nH]1	-19
CCCCN(C)S(=O)(=O)Nc1cccc(COC)c1	5
Cc1ccc(CSCC(=O)Nc2cc(C)ccn2)cc1	-11
COc1ccc(Cl)cc1S(=O)(=O)NCc1ccco1	-5
Cc1ccc(C2(c3noc(Cn4cc(C)nc4C)n3)CCCC2)cc1	-19
CCCc1nc(CNC(=O)[C@@H]2C[C@@H]3C=C[C@H]2C3)cs1	-20
O=C(/C=C/c1cnc2ccccc2n1)NCC1CCC2(CC1)OCCO2	0
CCN1CC(CNc2ccc(-c3nc(-c4ccccc4F)no3)cn2)CC1=O (stereo not drawn)	-1

Only part of the results is shown; rates above refer to the full screens.
